# Screens deposited in PubChem by Johns Hopkins Ion Channel Center.
# hERG rescue: hERG rescue from dofetilide block, primary screen, cell-based, CHO-hERG, FluxOR thallium flux, dofetilide IC70; activation (rescue from dofetilide block), less the hit threshold, % at 10 µM; actives 0.51% (n = 310,000); AID 1511, 2009; dofetilide IC70 present;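 active means activation above the mean of controls blocked by dofetilide plus 5 SD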;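 further: thallium influx through hERG after potassium depolarization seen as dye fluorescence rise; in these data hits start at about 4.7%; inactives centre near -7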
# Target sequence (Q12809 whole entry, looked up): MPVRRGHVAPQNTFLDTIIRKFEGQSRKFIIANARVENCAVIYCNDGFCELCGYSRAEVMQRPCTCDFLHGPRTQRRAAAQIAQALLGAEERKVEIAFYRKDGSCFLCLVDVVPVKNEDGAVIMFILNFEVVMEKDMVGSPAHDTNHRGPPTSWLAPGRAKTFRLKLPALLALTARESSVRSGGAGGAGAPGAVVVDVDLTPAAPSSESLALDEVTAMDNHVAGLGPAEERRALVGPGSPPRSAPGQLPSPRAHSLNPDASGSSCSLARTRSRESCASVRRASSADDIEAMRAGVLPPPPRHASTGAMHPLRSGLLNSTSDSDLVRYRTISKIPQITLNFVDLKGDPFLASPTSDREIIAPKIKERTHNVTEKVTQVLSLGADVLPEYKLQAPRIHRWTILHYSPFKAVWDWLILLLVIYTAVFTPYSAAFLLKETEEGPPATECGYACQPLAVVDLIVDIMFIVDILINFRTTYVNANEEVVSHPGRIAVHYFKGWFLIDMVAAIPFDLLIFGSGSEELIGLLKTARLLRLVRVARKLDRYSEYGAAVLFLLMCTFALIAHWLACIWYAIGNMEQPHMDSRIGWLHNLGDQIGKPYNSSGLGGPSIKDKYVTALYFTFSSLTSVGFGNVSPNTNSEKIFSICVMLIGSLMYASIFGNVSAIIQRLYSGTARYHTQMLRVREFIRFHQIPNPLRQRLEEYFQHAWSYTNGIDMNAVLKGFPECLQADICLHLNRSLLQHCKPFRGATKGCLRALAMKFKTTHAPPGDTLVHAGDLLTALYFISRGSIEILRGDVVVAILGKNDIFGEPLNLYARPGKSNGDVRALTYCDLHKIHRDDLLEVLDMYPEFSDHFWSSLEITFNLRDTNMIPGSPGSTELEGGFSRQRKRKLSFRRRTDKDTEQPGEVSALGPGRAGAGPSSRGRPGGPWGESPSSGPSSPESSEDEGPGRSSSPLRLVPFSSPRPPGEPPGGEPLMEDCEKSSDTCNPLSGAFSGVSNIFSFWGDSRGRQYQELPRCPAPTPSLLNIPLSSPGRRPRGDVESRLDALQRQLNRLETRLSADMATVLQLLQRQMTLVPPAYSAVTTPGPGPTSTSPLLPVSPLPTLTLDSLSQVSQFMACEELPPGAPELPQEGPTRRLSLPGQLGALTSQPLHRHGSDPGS
# RGS4 pot: RGS4 potentiators or activators, primary screen, cell-based, HEK293 M3R inducible RGS4, calcium flux. carbachol calcium flux Fluo4; active compounds read low. B-score at 10 µM. actives 0.92% (n = 310,000);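 active means B-score of the integrated calcium signal more than 4 SD below the library mean, with starting fluorescence not abnormally high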;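 further: negative B-score means reduced calcium response which marks RGS4 activation or potentiation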
#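 Also added: carbachol at ECmax as muscarinic agonist stimulus; Assay system: HEK293 cells with stable M3R and inducible RGS4; Timing: overnight RGS4 induction, 30 min dye load 37 °C, 20 min compound RT; Measured by: Fluo4-AM (2 µM) calcium-flux fluorescence, kinetic read.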
# KCNK9 inh: KCNK9 potassium channel inhibitors, primary screen, HEK293 cells, thallium flux; FluxOR thallium flux fluorescence; active compounds read low; B-score at 10 µM; AID 488922, 2010; Potassium channel subfamily K member 9 (Homo sapiens), Q9NPC2; actives 1.2% (n = 310,000);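 active means ratio B-score over 3 SD below the library mean, with starting fluorescence within 5 SD of its mean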;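 further: negative B-score means less thallium flux so channel inhibition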
# KCNQ1 block: inhibitors of human KCNQ1 channel, primary screen, cell-based, thallium flux, high-throughput | Potassium voltage-gated channel subfamily KQT member 1 (Homo sapiens), P51787 | CHO-K1 KCNQ1, FluxOR thallium flux fluorescence; active compounds read high | B-score at 10 µM | actives 1.3% (n = 310,000) | AID 2642, 2010;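 active means compounds whose thallium flux B-score, printed positive for inhibition, exceeds three library SD while starting fluorescence stays within three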;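 further: channel opened by potassium depolarization with thallium stimulus after 20 min compound exposure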
# KCNQ1 pot: potentiators or activators of KCNQ1 channel, primary screen, cell-based, thallium flux, high-throughput | Potassium voltage-gated channel subfamily KQT member 1 (Homo sapiens), P51787 | CHO-K1 KCNQ1, thallium flux FluxOR fluorescence; active compounds read high | B-score at 10 µM | actives 0.35% (n = 310,000) | AID 2648, 2010;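 active means fluorescence ratio B-score, a plate-corrected score, at least three library SD, with initial intensity B-score within 5 SD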
#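 Test system: CHO-K1 cells stably expressing KCNQ1 / Medium: assay buffer / Also added: depolarizing K+/Tl+ stimulus, K2SO4 and Tl2SO4 each 12.5 mM in 5x stock / Incubation: 90 min dye loading and 20 min compound exposure, both at room temperature / Signal: thallium influx via FluxOR fluorescence, kinetic imaging / Evaluation: B score of baseline-normalized fluorescence ratio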
# TMEM16A act: TMEM16A chloride channel activators or potentiators, primary screen, cell-based, HTS; Anoctamin-1 (Mus musculus), Q8BHY3; HEK293 TMEM16A/YFP-H148Q/I152L, iodide quench fluorescence; active compounds read low; B-score at 10 µM; actives 0.3% (n = 340,000); AID 623877, 2012;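 active means fluorescence-ratio B-score plate-corrected deviation score at least 3 library SD below zero, with starting fluorescence score within 5 deviations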;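 further: channel opened by trigger with iodide after compound preincubation; score built on the fluorescence ratio of max minus min over baseline; more negative score means more quench and so TMEM16A activation or potentiation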
# RGS4 block: RGS4 inhibitors, primary screen, cell-based, HEK293 M3R inducible RGS4, calcium flux | Fluo-4 calcium flux; active compounds read high; triggered by carbachol at its EC20 | AID 463165, 2010 | B-score at 10 µM | actives 0.45% (n = 310,000) | Regulator of G-protein signaling 4 (Homo sapiens), P49798;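 active means B-score, a plate-corrected calcium signal, over three deviations above library mean, with baseline fluorescence within five deviations of library mean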;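 further: RGS4 expression induced by doxycycline in cells with stable M3 receptor; B-score is computed from the integrated fluorescence ratio over baseline after carbachol; higher B-score means a larger calcium signal and so more RGS4 inhibition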
# MrgX1 allo act: positive allosteric modulators of MrgX1, primary screen, HEK293 cells, Fluo-4 calcium flux; Mas-related G-protein coupled receptor member X1 (Homo sapiens), Q96LB2; FDSS; active compounds read high; B-score at 10 µM; actives 0.63% (n = 310,000);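 active means plate-corrected calcium response at least 3 library SD above typical, normal starting fluorescence, not activating the receptor alone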;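 further: compound read alongside a low EC10 to EC30 dose of BAM8-22 agonist; peak minus trough fluorescence over baseline measured at the second addition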
# MrgX1 agonist: agonists of human MrgX1 receptor, primary screen, HEK293 cells, Fluo-4 calcium flux; actives 0.44% (n = 310,000); AID 588627, 2011; Fluo-4 calcium fluorescence, agonist mode; active compounds read high; B-score at 10 µM;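 active means calcium response B-score plate-corrected fluorescence ratio at least 3 library SD, with starting fluorescence B-score inside 5 SD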
#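 Material: MrgX1-expressing HEK293 cells; input: 15,000 cells per well; doses: test compound given as first of three sequential additions; schedule: overnight plating before 1 h dye loading; technique: Fluo-4 NW calcium-flux fluorescence, kinetic read; evaluation: baseline-normalised fluorescence change ratio, B-scored; control set: plate-wise positive and negative controls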
# KCNK3 block: human KCNK3 channel inhibitors, primary screen, CHO cells, FluxOR thallium flux, B-score. Potassium channel subfamily K member 3 (Homo sapiens), O14649. FluxOR fluorescence; active compounds read low. B-score at 10 µM. actives 0.84% (n = 340,000). AID 602410, 2012;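 active means B-score under library mean minus 4 SD, starting fluorescence ratio at most library mean plus 5 SD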;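 further: more negative B-score means stronger inhibition of thallium flux through KCNK3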
# TMEM16A inh: TMEM16A chloride channel inhibitors, primary screen, cell-based, HTS; HEK293 TMEM16A/YFP iodide influx fluorescence, ionomycin; Anoctamin-1 (Mus musculus), Q8BHY3; normalized B-score (activity score, 25-100; higher = stronger inhibition) at 10 µM; actives 1.2% (n = 310,000);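 active means ratio plate-corrected score three or more library SD toward inhibition, starting fluorescence score within five deviations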;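 further: score derived from kinetic fluorescence span divided by baseline fluorescence per well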
# * marks the source's active call; other numbers are inactive results; i = inactive; nt = no result given. Compounds as they come (roughly 6.3% active in at least one column).
SMILES,hERG rescue,RGS4 pot,KCNK9 inh,KCNQ1 block,KCNQ1 pot,TMEM16A act,RGS4 block,MrgX1 allo act,MrgX1 agonist,KCNK3 block,TMEM16A inh
CCc1noc(C)c1C(=O)N1CCN(S(=O)(=O)c2c(C)c(C)cc(C)c2C)CC1,-9.3,i,i,i,i,i,i,i,i,i,i
C=CCNC(=O)C1CC(=O)N(c2ccc(OCC(=O)Nc3ccc(CC)cc3)cc2)C1 (centres undefined),-10.9,i,i,i,i,i,i,i,i,i,i
COc1cc(OC)cc(C(=O)N[C@H](C(=O)OCC(=O)Nc2ccc(C)cc2C)C(C)C)c1,-6.6,i,i,i,i,i,i,i,i,i,i
COC(=O)[C@H](Cc1ccccc1)NC(=O)NCc1cccs1,-12.4,i,i,i,i,i,i,i,i,i,i
CCCCC(=O)Nc1cc([N+](=O)[O-])ccc1Cl,-7.7,i,i,i,i,i,i,i,i,i,i
CC(C)(C)C(=O)COC(=O)C1CC(=O)N(c2ccccc2)C1 (centres undefined),-11.1,i,i,i,i,i,i,i,i,i,i
CC1CCN(C(=O)CSc2nnc(CNC(=O)c3ccc(S(=O)(=O)N(C)C)cc3)o2)CC1,-1.6,i,i,i,i,i,i,i,i,i,i
COc1ccc(CCNC(=O)c2cc(S(=O)(=O)N3CCOCC3)ccc2N2CCCC2)cc1OC,-6.1,i,i,i,i,i,i,i,i,i,i
Cc1csc(NC(=O)CSc2ncc(-c3ccccc3)[nH]2)n1,-9.4,i,i,i,i,i,i,i,i,i,i
N#Cc1c(N)nc2c(c1N)CC(CCl)O2 (centres undefined),-10.1,i,i,i,i,i,i,i,i,i,i
COc1ccccc1NCc1ccc([N+](=O)[O-])s1,-8.7,i,i,i,i,i,i,i,i,i,i
CCOc1ccc(C(C)=O)cc1COc1cccnc1[N+](=O)[O-],-4.1,i,i,i,i,i,i,i,i,i,i
COc1ccc(NC(=S)N(CCc2nc3cc(C)c(C)cc3[nH]2)Cc2cccnc2)cc1,-1.2,i,i,i,i,i,i,i,i,i,i
CC(C)(C)c1ccc(C(=O)NC(Cc2ccccc2)C(=O)O)cc1 (centres undefined),-13.9,i,i,i,i,i,i,i,i,i,i
COc1cc(N2CCOCC2)ncn1,-10.6,i,i,i,i,i,i,i,i,i,i
CC(=O)c1ccc(OCc2cc(C(=O)NCCc3ccc(Cl)cc3)no2)cc1,-6.5,i,i,i,i,i,i,i,i,i,i
CN(CCC#N)S(=O)(=O)c1ccc2[nH]cc(C(=O)NCCc3ccccc3)c(=O)c2c1,-6.6,i,i,i,i,i,i,i,i,i,i
COc1c(C)cccc1C(=O)NC(=S)Nc1ccccc1N1CCCC1,-6.6,-7.56*,i,i,i,i,i,i,i,i,i
O=C1C2C3CCCC3=C3CCCC3C2C(=O)N1c1cccc(Cl)c1 (centres undefined),-11.2,i,i,i,i,i,i,i,i,i,i
COc1cc(C(=O)Nc2ccc(C#N)cc2)c([N+](=O)[O-])cc1OC,-1.5,i,i,i,i,i,i,i,i,i,i
COC(=O)c1cccc(NC(=O)C(C)(C)C)c1,-0.1,i,i,i,i,i,i,i,i,i,i
CC(=O)c1ccc(NC2c3ncccc3C(=O)N2Cc2ccc(F)cc2)cc1 (centres undefined),-3.8,i,i,i,i,i,i,i,i,i,i
COc1ccccc1N=Nc1c(C)n[nH]c1C,-11.5,i,i,i,i,i,i,i,i,i,i
CN(CC(=O)Nc1ccc(F)cc1)C(=O)COC(=O)C1CCN(c2ccc(C(F)(F)F)cn2)CC1,-14.7,i,i,i,i,i,i,i,i,i,i
C=CCn1c(CC(C)(C)C)nc2ccccc21,-7.5,i,i,i,i,i,i,i,i,i,i
CC(C)c1cccc(C(C)C)c1NC(=O)COC(=O)c1ccc(OCC(=O)Nc2cccc(C(F)(F)F)c2)cc1,-7.3,i,i,i,i,i,i,i,i,i,i
COc1ccc(NC(=O)CSc2nnc(CCC(=O)Nc3ccc(C)c(Cl)c3)n2C)cc1,3.5,i,i,i,i,i,i,i,i,i,i
N#Cc1cccc(NC(=O)CSc2sc3c(O)cc(=O)[nH]c3c2C#N)c1,-9.5,i,i,i,i,i,i,i,i,i,i
CCOC(=O)C1(C(=O)OCC)C(c2ccccc2)CC(O)N1C(C)=O (centres undefined),-4.6,i,i,i,i,i,i,nt,nt,i,nt
COc1cc(NS(=O)(=O)c2ccc(NC(=O)/C=C/C(=O)O)cc2)nc(OC)n1,-1.2,i,i,i,i,i,i,i,i,i,i
O=C(C(c1ccccc1)c1ccccc1)N1CCOCC1,-4.7,i,i,i,i,i,i,i,i,i,i
CCOc1ccc(S(=O)(=O)Nc2ccc(S(=O)(=O)Nc3cc(OC)ccc3OC)cc2)cc1,-7.5,i,i,i,i,i,i,i,i,i,i
COc1cccc(-c2nc(CS(=O)CC(=O)NCCc3ccc(C)cc3)c(C)o2)c1 (centres undefined),-6.9,i,i,i,i,i,i,i,i,i,i
C=CCOn1c(=O)c(-c2ccc(Cl)cc2)[n+]([O-])c2ccccc21,-2.7,i,i,i,i,i,i,nt,nt,i,nt
CC(NC(=O)/C(=C\c1cccc([N+](=O)[O-])c1)NC(=O)c1ccco1)C(=O)O (centres undefined),-13.7,i,i,i,i,i,i,i,i,i,i
O=C(O)c1ccccc1C(=O)NCCCn1ccnc1,-7.5,i,i,i,i,i,i,i,i,i,i
CCCCCCSc1cc(-c2nc3ccc(Cl)cn3c2NC2CCCCC2)ccc1OC,-6.1,i,i,i,i,i,i,i,i,i,i
CC1=C(C(=O)OCc2ccccc2)C(c2ccc(C#N)cc2)NC(=O)N1CCCC(=O)O (centres undefined),-8.4,i,i,i,i,i,i,i,i,i,i
COc1ccc(-c2oc3c(OC)c(OC)c(OC)c(O)c3c(=O)c2OC)cc1OC,-13.0,i,i,i,i,i,i,i,i,i,i
CCN(Cc1nc(-c2ccc(Cl)cc2)no1)CC1CCCO1 (centres undefined),-2.3,i,i,i,i,i,i,i,i,i,i
CS(=O)(=O)N(CC(=O)Nc1ccc(Br)cc1)C1CCCCC1,0.0,i,i,i,i,i,i,i,i,i,i
N/C(Cc1nc(-c2ccc(Br)cc2)cs1)=N\O,-14.1,i,i,i,i,i,i,i,i,i,i
COc1ccc(-n2nc(C(=O)NCC(=O)NCCCN3CC(C)CC(C)C3)c3ccccc3c2=O)cc1 (centres undefined),-9.3,i,i,i,i,i,i,i,i,i,i
CC(/C=C/C=C/c1ccccc1)=N/NC(=O)CNc1ccccc1C,-7.5,i,i,i,i,i,i,i,i,i,i
Cn1cccc1Cc1nnc(SCC(=O)NCc2ccco2)n1CCc1ccccc1,-11.9,i,i,i,i,i,i,i,i,i,i
CCOc1ccc(N2C(=O)CC(N3CCC(NC(=O)Nc4ccccc4)CC3)C2=O)cc1 (centres undefined),-2.6,i,i,i,i,i,i,i,i,i,i
CS(=O)(=O)c1ccc(C(=O)NCc2ccccc2F)cc1,-12.2,i,i,i,i,i,i,i,i,i,i
CSC1=C(C#N)C(c2sccc2C)CC(=O)N1 (centres undefined),-2.6,i,i,i,i,i,i,i,i,i,i
Cc1ccc(OCC(=O)O/N=C(\N)Cc2ccc([N+](=O)[O-])cc2)cc1C,-16.8,-10.8*,i,i,i,i,i,i,i,i,i
COC(=O)CCCN=C1SCCN1Cc1ccccc1,-5.2,i,i,i,i,i,i,i,i,i,i
O=C1CC(c2ccco2)CC(O)=C1C=NCC1CCNCC1 (centres undefined),-2.1,-7.78*,i,i,i,i,i,i,i,i,i
COc1cc(CNn2cn[nH]c2=S)cc(Br)c1OCc1ccccc1F,-14.8,i,i,i,i,i,i,6.47*,i,i,i
COC(=O)c1cc(C(=O)Nc2cccc(C)n2)cc([N+](=O)[O-])c1,-4.3,i,i,i,i,i,i,i,i,i,i
COc1ccc(/C(C)=N/Nc2nc3ccccc3n3cnnc23)cc1OC,-5.0,i,i,i,i,nt,i,i,i,nt,i
COc1ccc(NC(=O)CSc2nc3sc(C)cc3c(=O)n2C)cc1,-7.1,i,i,i,i,i,i,i,i,i,i
CCOc1ccc(N2CC(C(=O)NCc3cccc(C)c3)CC2=O)cc1 (centres undefined),-12.4,i,i,i,i,i,i,i,i,i,i
COc1ccc(CNc2nc(NCc3ccc(OC)c(OC)c3)n(C(=O)c3cccs3)n2)cc1OC,-8.3,i,i,i,i,i,i,i,i,i,i
Cc1ccc(-c2nnc(-c3ccccc3)o2)cc1,-3.7,i,i,i,i,i,i,i,i,i,i
C/C(CC(=O)NC(C)(C)C)=N\NC(=O)c1ccco1,-7.4,i,i,i,i,i,i,i,i,i,i
COC(=O)c1cc(NC(=O)Cc2cc(OC)c(OC)c(OC)c2)cc(C(=O)OC)c1,-9.7,i,i,i,i,i,i,i,i,i,i
CCN(CC)C(=O)COc1coc(CN2CCN(c3ccccc3)CC2)cc1=O,-3.3,i,i,i,i,i,i,i,i,i,i
Cc1ccc(C(=O)Nc2ccc(NC(=O)c3ccc(C)o3)cc2)o1,-7.0,i,i,i,i,i,i,i,i,i,i
